# Source: PubChem BioAssay
# PLAP act = human PLAP activation; purified PLAP enzyme, luminescent substrate read-out; hits give high values; activation fold at 20 µM; 96,000 tested, 1.2% active; AID 696; in the data active means activation fold above about 2
# Target sequence (P05187 whole entry, looked up): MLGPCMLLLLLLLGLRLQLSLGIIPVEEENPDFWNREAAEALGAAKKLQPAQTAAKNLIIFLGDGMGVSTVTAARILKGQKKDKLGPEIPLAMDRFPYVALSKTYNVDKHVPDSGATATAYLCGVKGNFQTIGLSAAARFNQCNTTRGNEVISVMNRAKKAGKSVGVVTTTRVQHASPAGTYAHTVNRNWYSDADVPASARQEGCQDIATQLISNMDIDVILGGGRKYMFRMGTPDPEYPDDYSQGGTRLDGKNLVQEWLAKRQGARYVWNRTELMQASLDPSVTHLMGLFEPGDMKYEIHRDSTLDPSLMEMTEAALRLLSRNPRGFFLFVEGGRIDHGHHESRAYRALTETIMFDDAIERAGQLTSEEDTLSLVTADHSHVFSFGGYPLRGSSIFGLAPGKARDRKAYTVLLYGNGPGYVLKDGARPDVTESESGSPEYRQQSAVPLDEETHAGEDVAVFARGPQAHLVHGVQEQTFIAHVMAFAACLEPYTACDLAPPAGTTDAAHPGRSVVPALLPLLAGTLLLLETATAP
# PLK1 kinase inh = PLK1 (human) kinase inhibition; P53350; recombinant PLK1 kinase, TR-FRET peptide phosphorylation; inhibition, % at 10 µM; 97,000 tested, 0.53% active; AID 619;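 active means inhibition of 50% or more in the single-concentration screen; inactive means inhibition below 50%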;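 further: 0% = DMSO max control and 100% = H-89 dihydrochloride min control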
# Plk1 PBD FP = Plk1 (human) PBD binding inhibition. P53350. Plk1 PBD phosphopeptide binding, fluorescence polarization. inhibition, %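 (tested at about 20 µM)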. 97,000 tested, 0.13% active; in the data active means inhibition above about 34%, passing the limit was not always enough
# FAK inh = inhibitors of human focal adhesion kinase; 97,000 tested, 0.84% active; inhibition, %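 (tested at 7 µM)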; Q05397; biochemical FAK kinase activity assay; in the data active means inhibition above about 19%;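 further: 0% = DMSO and 100% = reference compound high control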
# S1P2 agonist = activates the human S1P2 receptor; O95136; S1P2-expressing cell line, agonist reporter read-out; activation, % at 4.5 µM; 97,000 tested, 0.46% active; in the data active means activation above about 16%;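 further: 0% = vehicle low control and 100% = maximal reference agonist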
# Target sequence (O95136 whole entry, looked up): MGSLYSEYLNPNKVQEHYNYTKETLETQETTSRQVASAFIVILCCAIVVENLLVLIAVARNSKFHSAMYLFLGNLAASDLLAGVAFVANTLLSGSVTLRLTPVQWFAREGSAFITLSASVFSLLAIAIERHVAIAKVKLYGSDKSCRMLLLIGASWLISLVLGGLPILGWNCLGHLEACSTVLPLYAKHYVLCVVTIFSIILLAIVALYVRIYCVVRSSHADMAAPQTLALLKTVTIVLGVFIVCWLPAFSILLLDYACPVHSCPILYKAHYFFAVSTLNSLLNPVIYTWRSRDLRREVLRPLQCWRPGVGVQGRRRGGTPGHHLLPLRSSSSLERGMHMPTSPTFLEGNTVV
# S1P2 antag = S1P2 (human) receptor antagonism; O95136; cell-based S1P2 antagonist assay, inhibition at 5 uM; inhibition, % at 5 µM; 97,000 tested, 0.21% active; AID 736; in the data active means inhibition above about 45%;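 further: CRE beta-lactamase reporter cells expressing human S1P2 stimulated with S1P; 0% = agonist at EC80 alone and 100% = agonist plus reference antagonist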
# EphB4 ephrin blk = antagonists of human EphB4-ephrin-B2 interaction. P54760. EphB4 LBD / TNYL-RAW-Alexa532 peptide, fluorescence polarization. inhibition, % at 7 µM. 97,000 tested, 0.15% active;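 active means inhibition above the screen-wide mean inhibition plus 3 SD, cut at about 15% in these data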;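 further: 0% = DMSO wells and 100% = excess unlabeled TNYL-RAW peptide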
# Rev-RRE block = HIV Rev-RRE protein-RNA interaction inhibition | AID 704 | Rev peptide-RRE RNA binding, FRET | 97,000 tested, 0.79% active | inhibition, % at 8 µM;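 active means inhibition above the screen-wide mean plus 3 SD, cut at about 35% in these data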;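 further: 0% = median DMSO wells and 100% = median Neomycin B control wells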
# Target sequence (P05866 whole entry, looked up): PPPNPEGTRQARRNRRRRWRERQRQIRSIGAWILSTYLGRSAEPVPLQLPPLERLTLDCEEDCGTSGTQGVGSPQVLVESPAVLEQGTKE
#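 System: Cy5-labelled duplex RRE RNA binding fluorescein-labelled HIV Rev peptide; Signal: fluorescein-to-Cy5 FRET, 480 nm excitation; Also added: labelled Rev peptide; Compound: one concentration, 8 µM nominal; Buffer or medium: HEPES pH 7.5 salt buffer with EDTA; Read-out: % inhibition of FRET ratio versus controls; Schedule: 5 min preincubation and 15 min binding, 25 °C.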
# MT1-MMP txn act = activates MT1-MMP transcription; HT1080 MT1-MMP promoter luciferase reporter, luminescence, overnight; hits give high values; AID 750; 86,000 tested, 0.16% active; activation factor at 10 µM;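 active means activation factor of at least 2 for MT1-MMP transcription at 10 µM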
# * hit, by the source's call; . = not tested or not shown. Not a hit list; 3.9% or so of the library scored in one or more.
1) CCOC(=O)c1sc(C)c2c1NC1(CCCCCC1)NC2=O
2) Cc1ccccc1NC(=O)Cc1cn(C)c2ccccc12
3) Cc1ccc(S(=O)(=O)NC2=NCN(C3CCN(Cc4ccccc4)CC3)CN2)cc1
4) CC1=C(C(=O)OC2CCCCCCC2)C(c2ccc(O)cc2)NC(=O)N1 (stereo unspecified)
5) O=C(CC1COc2ccccc2O1)NCCc1ccccc1 (stereo unspecified)
6) CSc1ccccc1NC(=O)c1cnccn1
7) O=C(CCCCn1c(=S)[nH]c2ccsc2c1=O)NCc1ccco1
8) CCc1ccc(OCCNC(=O)c2cccs2)cc1

assay / entry	1	2	3	4	5	6	7	8
PLAP act	1	0.9	1.6	1.3	1.1	1	1.1	1
PLK1 kinase inh	0	-10	-7	-7	-15	36	-1	-3
Plk1 PBD FP	-1	10	3	2	10	21	2	-2
FAK inh	68*	-2	5	0	-4	-5	4	1
S1P2 agonist	-1	-6	-3	-2	-3	-1	-7	-1
S1P2 antag	-15	-12	11	12	21	1	0	-14
EphB4 ephrin blk	1	5	4	-2	-2	1	3	-6
Rev-RRE block	0	5	4	4	4	11	0	6
MT1-MMP txn act	1.2	1.1	1.2	0.9	1.1	1.2	1.3	.

9) CC(C)C(=O)N1CCN(C2=NS(=O)(=O)c3ccccc32)CC1
10) CCOc1cc2c(cc1OC)C(NC(=O)C(F)(F)F)CC2=O (stereo unspecified)
11) O=C(NCCc1cn2ccsc2n1)C1CCCCC1
12) COc1ccc(-n2c(C)nc3c(cnn3-c3ccc(Cl)cc3)c2=O)cc1
13) O=C(CSc1nnc(CCc2nc3ccccc3[nH]2)n1-c1ccccc1)NCc1ccccc1
14) O=C(CNS(=O)(=O)c1ccccc1)N1CCN(c2ccccc2)CC1
15) CN(C)S(=O)(=O)c1ccc(C(=O)Nc2ccc(F)cc2F)cc1
16) CCN(CC(=O)NC(c1ccccc1)c1ccccc1)Cc1nc2ccccc2c(=O)[nH]1

assay / entry	9	10	11	12	13	14	15	16
PLAP act	0.9	1.1	1.2	1	.	0.8	1.1	.
PLK1 kinase inh	-2	-10	-8	-5	-3	-14	66*	-2
Plk1 PBD FP	-1	-10	17	-5	10	6	-8	-1
FAK inh	-2	1	2	7	1	1	5	2
S1P2 agonist	-4	-2	-4	-5	-2	-6	-2	-7
S1P2 antag	-5	7	-13	42	-13	-6	-2	2
EphB4 ephrin blk	4	3	2	4	-1	4	1	4
Rev-RRE block	10	17	1	10	-2	0	2	7
MT1-MMP txn act	1.2	.	1.1	1.1	1.4	1.3	1.2	1.1

17) Cc1ccc2c(c1)NCC(C(=O)NC1CCCCC1)O2 (stereo unspecified)
18) COc1ccc(-c2nnc(SCc3ccccc3F)o2)cc1
19) c1coc(-c2nc3nc4ccccc4n3nc2-c2ccco2)c1
20) CCOc1cc(C2C(C(=O)OC)=C(C)N=C3SCCC(=O)N32)ccc1OC(C)=O (stereo unspecified)
21) COc1cc(OC)cc(C(=O)Nc2ccc(-c3nc4ccccc4o3)c(O)c2)c1
22) CC(CP(=O)(O)O)NC(=O)Cc1ccccc1 (stereo unspecified)
23) Cc1nc(SCC(=O)c2cccs2)c2oc3ccccc3c2n1
24) Cc1cc(F)c(F)c(C(=O)N2CCN(C)CC2)c1Cl

assay / entry	17	18	19	20	21	22	23	24
PLAP act	1.1	0.7	0.8	1.4	1	1	1.7	1.1
PLK1 kinase inh	1	-7	6	-6	-56	-18	-18	-53
Plk1 PBD FP	-45	4	3	-3	-17	28	-20	8
FAK inh	-5	0	8	-6	-22	-3	3	0
S1P2 agonist	-11	-5	-3	-5	-3	-3	3	-3
S1P2 antag	12	1	0	-18	21	-1	-40	-9
EphB4 ephrin blk	-3	2	-3	4	-3	-7	5	-6
Rev-RRE block	-3	17	17	2	8	3	1	7
MT1-MMP txn act	1.4	1.6	.	1.1	.	1.2	1.2	1.1

25) CCN1C(=O)c2cccc3c(S(=O)(=O)Nc4nc(C)cs4)ccc1c23
26) N#Cc1cn(CC(=O)N2CCCc3ccccc32)c2ccccc12
27) Cc1ccc(NCc2nnc(SCC(N)=O)n2CC2CCCO2)c(C)c1 (stereo unspecified)
28) COc1ccc(N2CCN(CCNC(=O)c3c(C)cc(=O)oc3C)CC2)cc1
29) Cc1noc(C)c1S(=O)(=O)N(CC(=O)N1CCCCCC1)c1ccc(C(C)C)cc1
30) COc1ccc(Cl)cc1S(=O)(=O)N1CCN(CC(=O)C(C)(C)C)CC1
31) C/C(=C\C(=O)c1ccc(F)cc1)Nc1ccc(N2CCOCC2)cc1
32) CCC1(CC)Nc2ccccc2C(=O)N1c1ccc(NC(C)=O)cc1

assay / entry	25	26	27	28	29	30	31	32
PLAP act	1.3	.	.	1.1	1.5	1.3	1	1
PLK1 kinase inh	-18	-6	-11	-36	-10	0	-10	-6
Plk1 PBD FP	-40	-3	16	-18	32	9	-3	-25
FAK inh	0	0	2	0	4	-2	0	-3
S1P2 agonist	-3	-1	-2	-2	-4	-5	-4	-4
S1P2 antag	-9	-14	-8	18	11	-10	1	7
EphB4 ephrin blk	5	-4	-13	-12	2	-15	-12	-4
Rev-RRE block	4	5	-5	-2	7	-3	-5	5
MT1-MMP txn act	1	1.3	1	1.2	1.1	1	1.1	0.9

33) C/C(CCC12CC3CC(CC(C3)C1)C2)=N\NC(N)=S
34) CCCCOc1ccc(NC(=O)CSCC(=O)OCC)cc1
35) CCOC(=O)N1CCN(S(=O)(=O)c2ccc(OCC(=O)OC)c(C)c2)CC1
36) Clc1ccc(CON/C=N/c2ncnc3sccc23)c(Cl)c1
37) COc1ccc(-c2cc(-c3c(O)c(OC)c4occc4c3OC)[nH]n2)cc1OC
38) CCC(C)NC(=O)C1CCCN(C(=O)NC2CCCCC2)C1 (stereo unspecified)
39) CCCCOc1ccc(Cl)cc1CSc1nncn1N
40) Cc1ccc(C(c2nnnn2C2CCCCC2)N2CCN3CCCC3C2)cc1 (stereo unspecified)

assay / entry	33	34	35	36	37	38	39	40
PLAP act	0.9	0.9	1.3	1	1.6	1.1	0.7	1.4
PLK1 kinase inh	-11	-8	-16	-5	-4	-10	-6	-5
Plk1 PBD FP	7	15	31	6	-10	-29	23	-8
FAK inh	-1	-5	-3	6	0	2	-8	2
S1P2 agonist	-4	-7	-3	-5	-4	-1	-7	-8
S1P2 antag	0	16	13	1	-25	12	11	7
EphB4 ephrin blk	2	-3	-4	-5	-15	7	-7	6
Rev-RRE block	1	-1	2	11	-3	2	2	7
MT1-MMP txn act	1.1	1	.	.	1.3	1.2	1.2	1.1

41) N#CC1=C(N)SC(N)=C(C#N)C1c1ccnc2ccccc12
42) CCOC(=O)C1=C(C)NC(C)=C(C(=O)OCC)C1c1ccc(OC)cc1
43) CCOC(=O)CN1C(=O)COc2ccc(C(C)(C)C)cc21
44) Cc1ccc(C(C(=O)NCc2ccco2)N(C(=O)Cn2nnc3ccccc32)c2ccccc2)o1 (stereo unspecified)
45) O=C(CSc1nnc(NC(=O)C2CCC2)s1)Nc1ccc(N2CCOCC2)cc1
46) FC(F)(F)c1nnc2sc(-c3cccs3)nn12
47) Cc1nn(CC(=O)Nc2ccc(C(=O)N3CCCCC3)cc2)c(=O)c2ccccc12
48) CCCn1c(SCC(=O)Nc2ccccc2N2CCCCC2)nc2c1c(=O)n(C)c(=O)n2C

assay / entry	41	42	43	44	45	46	47	48
PLAP act	1.1	1.3	1	1.1	1.1	0.8	1.3	1.7
PLK1 kinase inh	-5	-17	-2	-10	-8	-9	-10	-1
Plk1 PBD FP	-21	-1	12	6	41	7	-26	1
FAK inh	0	-5	-1	-2	0	-1	-2	-4
S1P2 agonist	-3	-1	-5	-8	-4	-4	-2	1
S1P2 antag	1	13	14	21	-4	3	10	-28
EphB4 ephrin blk	1	2	1	-1	3	5	1	-3
Rev-RRE block	60*	-1	-3	4	0	6	4	0
MT1-MMP txn act	1.1	1	1.1	1.2	1.1	1.1	1.1	1

# Record cards (already shown):
# N#Cc1cn(CC(=O)N2CCCc3ccccc32)c2ccccc12 in the list: PLAP act = .; PLK1 kinase inh = -6; Plk1 PBD FP = -3; FAK inh = 0; S1P2 agonist = -1; S1P2 antag = -14; EphB4 ephrin blk = -4; Rev-RRE block = 5; MT1-MMP txn act = 1.3
# CCc1ccc(OCCNC(=O)c2cccs2)cc1 in the list: PLAP act = 1; PLK1 kinase inh = -3; Plk1 PBD FP = -2; FAK inh = 1; S1P2 agonist = -1; S1P2 antag = -14; EphB4 ephrin blk = -6; Rev-RRE block = 6; MT1-MMP txn act = .

# Continued.
49) COc1ccc(OC)c(NS(=O)(=O)c2ccc3c(c2)CCC(=O)N3)c1
50) COc1ccc(Nc2cc(C)nc3nc(C)nn23)cc1Cl
51) Nc1ncnc2nc(SCc3ccc(Cl)cc3Cl)[nH]c12
52) CCNc1nc(NCC)nc(C(=O)OCCO)n1
53) COc1ccc(NS(=O)(=O)c2cc(C)ccc2C)cc1
54) CCCC(=O)NCCCCNC(=O)CCC
55) O=C(OCn1ncc(Cl)c(Cl)c1=O)c1ccccc1Cl
56) CN(CC(=O)Nc1cccc2c1CCCC2)S(=O)(=O)c1ccccc1

assay / entry	49	50	51	52	53	54	55	56
PLAP act	1	1.7	2.3*	1.2	1	1.1	0.9	0.9
PLK1 kinase inh	-5	-10	22	-8	-6	-8	-11	-10
Plk1 PBD FP	6	-8	9	29	6	-6	-24	1
FAK inh	5	3	25*	-4	6	0	-1	-3
S1P2 agonist	-2	-4	-3	-2	-5	-2	-3	-5
S1P2 antag	8	6	-17	6	6	1	84*	-3
EphB4 ephrin blk	6	1	2	-7	7	11	5	-3
Rev-RRE block	11	3	2	1	6	7	1	-1
MT1-MMP txn act	1.2	1.1	.	.	1.1	1.1	.	.

57) C=CCn1c(-c2ccc(OC)cc2)nc2nc3ccccc3nc21
58) CN(CCc1ccccn1)C1CC(=O)N(c2ccc(Cl)cc2)C1=O (stereo unspecified)
59) CCOc1ccc(OCC)c(NC(=O)CSc2nc3c(c(=O)n(C)c(=O)n3C)n2C(C)C)c1
60) O=c1c2ccccc2nc(N/N=C/c2c(O)ccc3ccccc23)n1O
61) c1ccc(C(c2nnnn2C2CCCCC2)N2CCc3ccccc3C2)nc1 (stereo unspecified)
62) CCOC(=O)c1c(C=O)c(C)n(Cc2ccccc2)c1C
63) Cc1ccc(C2CC(c3ccco3)n3nc(N)nc3N2)cc1 (stereo unspecified)
64) O=C(NC1(C(F)(F)F)N=C2SCCN2C1=O)c1ccco1 (stereo unspecified)
65) CC1CCCN(CCC(=O)Nc2ccc3c(c2)CCC3)C1 (stereo unspecified)

assay / entry	57	58	59	60	61	62	63	64	65
PLAP act	1.4	1.7	1.5	1.8	1.5	0.9	1.2	1.2	.
PLK1 kinase inh	-5	-6	-6	-18	-6	-10	-13	-5	-12
Plk1 PBD FP	-4	-18	-17	-11	-16	13	19	10	4
FAK inh	1	1	-3	1	12	2	0	-7	1
S1P2 agonist	-1	-1	26*	-10	-4	2	-6	-5	-4
S1P2 antag	-15	-6	-38	-8	16	-32	21	23	12
EphB4 ephrin blk	4	-3	0	5	9	0	1	-5	-1
Rev-RRE block	17	-4	8	2	10	3	2	2	0
MT1-MMP txn act	1.2	.	1.1	.	1.1	1	1.1	1	1.1

# 4 records drawn at random from the list so far:
45) O=C(CSc1nnc(NC(=O)C2CCC2)s1)Nc1ccc(N2CCOCC2)cc1
42) CCOC(=O)C1=C(C)NC(C)=C(C(=O)OCC)C1c1ccc(OC)cc1
43) CCOC(=O)CN1C(=O)COc2ccc(C(C)(C)C)cc21
31) C/C(=C\C(=O)c1ccc(F)cc1)Nc1ccc(N2CCOCC2)cc1

assay / entry	45	42	43	31
PLAP act	1.1	1.3	1	1
PLK1 kinase inh	-8	-17	-2	-10
Plk1 PBD FP	41	-1	12	-3
FAK inh	0	-5	-1	0
S1P2 agonist	-4	-1	-5	-4
S1P2 antag	-4	13	14	1
EphB4 ephrin blk	3	2	1	-12
Rev-RRE block	0	-1	-3	-5
MT1-MMP txn act	1.1	1	1.1	1.1
